# High-throughput results deposited in PubChem BioAssay by National Center for Advancing Translational Sciences (NCATS).
# AmpC inh det: blocks E. coli AmpC beta-lactamase in presence of detergent; hit rate 0.09% among 71,000; AID 584; Potency, µM (titrated, usually from 28.7 µM), for the others: top-dose activity change, negative = inhibition; P00811; purified AmpC, nitrocefin hydrolysis with detergent; active = well fitted curve in the direction sought with a large enough effect
# Target sequence (P00811 whole entry, looked up): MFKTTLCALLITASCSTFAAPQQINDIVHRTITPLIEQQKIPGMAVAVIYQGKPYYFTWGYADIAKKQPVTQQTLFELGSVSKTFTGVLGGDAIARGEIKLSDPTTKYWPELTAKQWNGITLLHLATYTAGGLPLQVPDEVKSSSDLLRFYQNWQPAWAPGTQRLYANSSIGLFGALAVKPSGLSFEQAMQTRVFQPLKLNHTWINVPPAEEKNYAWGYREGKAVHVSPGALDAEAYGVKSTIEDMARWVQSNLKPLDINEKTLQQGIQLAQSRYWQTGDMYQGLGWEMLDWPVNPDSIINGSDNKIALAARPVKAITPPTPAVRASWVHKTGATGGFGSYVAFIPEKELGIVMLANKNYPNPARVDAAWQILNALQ
#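 E. coli AmpC (5.3 nM) in 20 mM phosphate pH 7.0 with 0.01% Triton X-100, preincubated 15 min RT with compound; nitrocefin (2 uL of 800 uM stock) hydrolysis followed by 480 nm absorbance every 20 s over 4 min.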
# The depositor's hits bear a star; & = joins results of further samples; [ ] = dose if it differs, or a comment. % is set by controls: 0 for no effect and ±100 for the full control effect; potency is the fitted concentration of half-maximal effect. Only part of the results is shown; the hit share may differ from the screen's.
SMILES,AmpC inh det
CC[N+](C)(CC)CCOC(=O)C1c2ccccc2Oc2ccccc21,0%[12.8 µM]
COc1ccccc1CNc1nc(-c2ccccc2OC)nc2ccccc12,9%
Cc1cc2nc(C3CCN(Cc4nnnn4Cc4cccs4)CC3)[nH]c2cc1C,8%
CC1(C)CC(=O)C(C=Nc2ccc3cn[nH]c3c2)=C(O)C1,4%
Cc1cc(NC(=O)CSc2nc3c(c(=O)n2-c2ccc(Br)cc2)SCC3)no1,-1%
CCCCC(CC)CNC(=O)C1CCCN(S(=O)(=O)c2cnc[nH]2)C1 (configuration not stated),8%
COc1ccc(NC(=O)CN(c2ccc(C(C)C)cc2)S(=O)(=O)c2c(C)noc2C)cc1OC,6%
O=C(CCN1C(=O)c2ccccc2C1=O)N1CCC(c2ccccc2)C1 (configuration not stated),1%
O=C(OCC(CO)OC(CO)n1ccc(=O)[nH]c1=O)c1ccccc1 (configuration not stated),-6%
O=C(CSc1nc2cc(Cl)ccc2o1)c1cccs1,-3%
CS(=O)(=O)N(Cc1ccccc1)c1ccccc1C(=O)O,7%
Cc1ccc(CNC(=O)CS(=O)Cc2nc(-c3cccs3)oc2C)cc1 (configuration not stated),1%
O=C(Nc1ccc(Br)cc1F)C1CCCN(S(=O)(=O)c2cnc[nH]2)C1 (configuration not stated),4%
COc1ccc(C(=O)NCCCn2ccnc2)cc1,9%
O=C1CCCc2nn(-c3ccccc3)c(-c3ccncc3)c21,5%
Cc1ccccc1OCCCC(=O)Nc1ccc(N2CCOCC2)cc1,-1%
CCCc1nnc(NC(=O)c2c(O)c3cccc4c3n(c2=O)CC4)s1,2%
O=C(Nc1ccccc1)N1CCC2(CC1)CCN(C(=O)c1csnn1)CC2,0%
CCOC(=O)c1[nH]c2ccccc2c1NC(=O)c1cc(OC)c(OC)c(OC)c1,-3%
COc1cc(C(c2sc3ncnn3c2O)N2CCN(c3ccccc3F)CC2)cc(OC)c1OC (configuration not stated),9%
CCOc1ccc(-c2nc(CSCC(=O)NCCN3CCOCC3)c(C)o2)cc1,-2%
Cc1ccc(C(=O)N2CCCC(c3nc4c(nnn4Cc4ccccc4)c(=O)[nH]3)C2)cc1 (configuration not stated),-2%
CSc1cccc(-n2cc(-c3ccc4c(c3)OCO4)[nH]c2=O)c1,2%
C=CCN1C(=O)CS/C1=C(\C#N)S(=O)(=O)c1ccc(C)cc1,15%
CCOC(=O)c1cn(CC)c2cc(N3CCCCC3)c(F)cc2c1=O,-1%
# (next part)
SMILES,AmpC inh det
Cc1nc(NCCN2CCOCC2)c2nnn(Cc3c(F)cccc3Cl)c2n1,-3%
Cc1cc(C)nc(SCC2COc3ccccc3O2)n1 (configuration not stated),-3%
CC(C)(CNCC(O)c1ccccc1)N1CCOCC1 (configuration not stated),-2%
Cc1cccc(N2CCN(C(=O)C34CC5CC(CC(C5)C3)C4)CC2)c1C,0%
CC(=O)Nc1cccc(O)c1,10%
O=C(Nc1ccccc1C1CC1)c1cccs1,0%
O=C(Nc1ccc2c(c1)OCO2)C1CCN(S(=O)(=O)Cc2ccccc2)CC1,13%
CC(NC(=O)C1CCCN(S(=O)(=O)c2cccs2)C1)c1ccccc1 (configuration not stated),9%
COCCN(C(=O)Nc1ccccc1)C(C)c1cccnc1 (configuration not stated),4%
Cc1ccc(N2CC(C(=O)OCc3ccccc3)CC2=O)cc1 (configuration not stated),1%
CCc1nc(C)cn1S(=O)(=O)c1cc(Br)c(C)cc1OC,-8%
N#CCCN1CCN(S(=O)(=O)c2ccc(S(=O)(=O)N3CCCCCC3)cc2)CC1,8%
Cc1cc(C)nc(N2CCC(C(=O)Nc3nnc(C)s3)CC2)n1,2%
COc1ccc(S(=O)(=O)N2CCN(CCO)CC2)cc1-c1nnc2c3ccccc3c(C)nn12,12%
COC(=O)C1=CNC=C(C(=O)OC)C1c1ccc(C(=O)OC)cc1,9%
COc1ccc(CNC(=O)c2ccccc2SC)cc1,-5%
Cc1ccc(S(=O)(=O)NC(=O)NC(C)(C)C)cc1,-2%
COC(=O)c1cc(CSc2nnc(-c3ccccc3)c(-c3ccccc3)n2)oc1C,-2%
Clc1cccc(CSc2nnc([C@@H]3CCCN3)o2)c1,-5%
CCCS(=O)(=O)N1CCN(Cc2ccncc2)CC1,8%
O=C(C1CCCCC1)N1CCC(n2nnc3ccccc32)CC1,0%
COc1ccccc1-c1nnc(SCC(=O)N2CCOCC2)o1,5%
O=C(CSc1ncnc2c1oc1ccccc12)Nc1ccc2c(c1)OCCO2,0%
O=C(NCc1cccnc1)c1ccccc1Br,-1%
O=C(COC(=O)c1ccccc1S(=O)(=O)N1CCCCC1)NCC(F)(F)F,-4%

# Filtered by structure, the entries above containing two or more sulfur atoms.
SMILES,AmpC inh det
Cc1cc(NC(=O)CSc2nc3c(c(=O)n2-c2ccc(Br)cc2)SCC3)no1,-1%
O=C(CSc1nc2cc(Cl)ccc2o1)c1cccs1,-3%
Cc1ccc(CNC(=O)CS(=O)Cc2nc(-c3cccs3)oc2C)cc1 (configuration not stated),1%
C=CCN1C(=O)CS/C1=C(\C#N)S(=O)(=O)c1ccc(C)cc1,15%
CC(NC(=O)C1CCCN(S(=O)(=O)c2cccs2)C1)c1ccccc1 (configuration not stated),9%
N#CCCN1CCN(S(=O)(=O)c2ccc(S(=O)(=O)N3CCCCCC3)cc2)CC1,8%

# Going on with the list.
SMILES,AmpC inh det
Cc1c(NC(=O)OCCNC(=O)Nc2ccccc2)sc(=S)n1C,1%
CC(=O)c1ccc(NC(=O)CSC(C)C)cc1,0%
CCCCn1nnnc1SCC(=O)Nc1ccc(C)cc1,0%
CC(=O)OC(/C(O)=C(\C#N)c1nc2ccccc2[nH]1)c1ccccc1 (configuration not stated),6%
COc1cc(-c2nnc3sc(-c4ccccn4)nn23)cc(OC)c1OC,4%
Nc1c(C(=O)c2ccccc2)oc2ccc(Br)cc12,-2%
O=C(O)C1Cc2ccccc2CN1C(=O)c1ccccc1 (configuration not stated),-5%
CC1(C)C(=O)C(c2ccccc2)=C2CN3C(=O)N(CCc4ccccc4)C(=O)C3(Cc3ccc(C(F)(F)F)cc3)C=C21 (configuration not stated),1%
CCOC(=O)c1ccc(NC(=O)CCc2nc(-c3ccccc3)no2)cc1,-2%
Cc1ccc2nc(NC(=O)C3CCCN(S(=O)(=O)c4cccc5nonc45)C3)sc2c1 (configuration not stated),1%
CC(CS(=O)(=O)c1cccc2cccnc12)N1CCCCC1 (configuration not stated),5%
COC(=O)c1ccccc1NC(=O)Cn1cnc2ccc(S(=O)(=O)N3CCC(C)CC3)cc2c1=O,-2%
N#Cc1cn(CCOc2ccccc2F)c2ccccc12,-1%
COC(=O)c1ccc(C(NC(=O)OCc2ccccc2)/C(=C/[C@@H](C)C(=O)NC2CCCCC2)c2cccnc2)cc1 (some centres not stated),0%
O=C(CSCc1cnn(-c2ccccc2)c1-n1cccc1)NCCN1CCOCC1,-2%
Cc1cc(=O)c2cc(Cl)ccc2[nH]1,9%
COc1ccc(CNc2nc(SCC(=O)NCc3ccco3)nc3ccccc23)cc1,22%
COCCNC(=O)C(c1ccc(C)o1)N(Cc1ccccc1)C(=O)Cn1nnc2ccccc21 (configuration not stated),11%
O=C(c1ccco1)N1CCN(S(=O)(=O)c2ccc(Br)s2)CC1,-7%
O=C(CCNS(=O)(=O)c1cccs1)Nc1ccccc1F,-2%
Cc1ccc(CNC(=O)C2CCCN(S(=O)(=O)c3cccnc3)C2)cc1 (configuration not stated),-3%
CCOC(=O)c1c(C)c(C(=O)NCc2ccccn2)c(C)n1C,1%
c1ccc(Cn2nnc3c(N4CCc5ccccc54)ncnc32)cc1,12%
O=C(Nc1ccccc1)N1CC[C@@]2(CCCN(C(=O)c3ccncc3)C2)C1,-1%
CCCCn1c(SCC(=O)c2cc(OC)ccc2OC)nc2cc(S(N)(=O)=O)ccc21,-2%
# Continued:
SMILES,AmpC inh det
COc1ccc(NC(=O)c2ccc3c(c2)C(=O)N(Cc2cccnc2)C3=O)c(OC)c1,-6%
CCOc1ccc(-c2nnc(-c3snc(-c4ccc(F)cc4)c3N=CN(C)C)o2)cc1,-2%
Cc1nc2ncnn2c(C)c1CCC(=O)N1CCC2(CC1)OCCO2,-3%
COc1cc(-c2nnc3sc(C4CCCCC4)nn23)cc(OC)c1OC,-9%
COC(=O)[C@@]1(Cc2ccc(F)cc2)[C@H]2c3cc(C(=O)N(C)C)n(Cc4cccc5ccccc45)c3C[C@H]2CN1C(=O)c1ccccc1,2%
O=C(O)c1ccc(S(=O)(=O)NC2CCCCC2)cc1,-3%
c1cc(C(c2nnnn2C2CCCCC2)N2CCN3CCCC3C2)ccn1 (configuration not stated),-2%
CNCc1cc2ccc(C)cc2[nH]c1=O,0%
Cc1nnc(Nc2ccc3c(c2)OCO3)c2ccccc12,-1%
CN(C)CCCNCCCN,8%
COC(=O)c1ccccc1NC(=O)CN1C(=O)CSC1=O,-6%
CCN(CC)CCCNC(=O)c1c(O)c2c([nH]c1=O)CCCC2,-3%
CCc1ccc2c(CN3CCc4ccccc43)cc(=O)oc2c1,-6%
c1ccc(-c2cn3c4c(sc3n2)CCCC4)cc1,3%
COc1ccc(N/C(C)=C2/C(=O)C(=O)N(CCO)C2c2ccc(Br)cc2)cc1 (configuration not stated),-1%
COCCNC(=O)C1CC(=O)N(C2CCCC2)C1 (configuration not stated),-1%
Cc1cc(C)cc(CSc2nnc(C)c(=O)[nH]2)c1,-5%
COC(=O)CSc1nnc([C@H](CC(C)C)NC(=O)OC(C)(C)C)o1,-2%
COc1ccc(CCn2c(C)cc(C(=O)CSc3nnnn3-c3ccccc3)c2C)cc1OC,-4%
COc1ccc(-c2nnc(SCCOc3cccc(C)c3)n2N)cc1,8%
Cc1noc(C)c1COC(=O)c1ccc(-c2nc3ccccc3s2)s1,11%
COc1ccccc1NC(=O)CSc1nc2nc(C)cc(C)c2c(=O)[nH]1,-3%
CCCCN(C)CCCNC(=O)c1ccc(N2CCCC2=O)cc1,1%
Cc1cc(OCC(O)CN2CCN(CCO)CC2)ccc1C(C)C (configuration not stated),6%
COc1cc(C)nc(Oc2ccc(OCc3ccccc3)nn2)n1,6%
# Continued:
SMILES,AmpC inh det
Cc1ccc2[nH]c(=O)c(COC(=O)C3CCCO3)cc2c1 (configuration not stated),1%
COC(=O)C1=C(C)N2C(=O)CSC2=NC1c1ccc2c(c1)OCO2 (configuration not stated),8%
CCN(CC)C(=O)CSc1nnc(-c2cc(OC)cc(OC)c2)o1,11%
CC(=O)CC1(O)C(=O)N(CN2CCN(c3ccccc3)CC2)c2ccccc21 (configuration not stated),-4%
COc1ccc(Cc2nnc(NC(=O)c3ccco3)s2)cc1OC,2%
CCC1CCCCN1C(=O)c1cc(-c2ccc(Cl)c(Cl)c2)on1 (configuration not stated),-2%
Cc1nnc(SCC(=O)Nc2cccc(C(F)(F)F)c2)[nH]c1=O,-3%
CCOc1ccccc1N1CCN(C(=O)c2cc3c(s2)CCC3)CC1,2%
O=C(OCCN1C(=O)c2ccccc2C1=O)c1cc(=O)[nH]c2ccccc12,-1%
COc1cc(NS(=O)(=O)c2ccc(Br)s2)cc(OC)c1,-7%
CCCc1[nH]nc2c1C1(CCN(C(=O)OCc3ccccc3)CC1)C(C#N)=C(N)O2,20%
CC(Sc1nc2ccccc2c(=O)n1Cc1ccco1)C(=O)c1ccccc1 (configuration not stated),-5%
CC(=O)N(O)CCCCCNC(=O)CCC(=O)N(O)CCCCCNC(=O)CCC(=O)N(O)CCCCCN,0%[12.8 µM]
Cc1cccc(CNc2ncnc3ccc(-c4ccccc4C#N)cc23)c1,10%
CCCCCc1c(C)nc(N2CCOCC2)[nH]c1=O,1%
Cc1cccc2cc(COC(=O)c3ccccc3)c(=O)[nH]c12,-3%
O=C(CCCSc1nc2ccccc2[nH]1)NC1=NCCS1,6%
N[C@@](CCc1ccccc1)(C(=O)O)c1ccccc1,-3%[5.75 µM]
CCn1nc(NC(=O)c2ccccn2)c2cc3cc(C)ccc3nc21,0%
CCn1c(CNc2ccc(C)cc2C)nnc1SCC(=O)N1CCCc2ccccc21,-4%
CN(C)C(=O)c1ccc(-c2nc(N(C)Cc3ccco3)c3ccccc3n2)cc1,11%
N#Cc1c(Nc2ccccc2)c(C=NCCN2CCOCC2)c[nH]c1=O,0%
CCCCCSc1nc2c(c(=O)[nH]c(=O)n2C)n1CC,10%
CN1CCN(CP(=O)(N2CCOCC2)N2CCOCC2)CC1,-5%
O=C(NCc1ccc2c(c1)OCO2)C1CCN(c2ncccn2)CC1,10%

# Reprinted at random: 6 compounds from above
SMILES,AmpC inh det
CCn1c(CNc2ccc(C)cc2C)nnc1SCC(=O)N1CCCc2ccccc21,-4%
CN(C)C(=O)c1ccc(-c2nc(N(C)Cc3ccco3)c3ccccc3n2)cc1,11%
CCn1nc(NC(=O)c2ccccn2)c2cc3cc(C)ccc3nc21,0%
CCOc1ccccc1N1CCN(C(=O)c2cc3c(s2)CCC3)CC1,2%
O=C(CCCSc1nc2ccccc2[nH]1)NC1=NCCS1,6%
CC(Sc1nc2ccccc2c(=O)n1Cc1ccco1)C(=O)c1ccccc1 (configuration not stated),-5%

# (more compounds)
SMILES,AmpC inh det
O=C(NCC(=O)N(CC1CCCO1)C(C(=O)NC1CCCC1)c1ccc(F)cc1)c1ccco1 (configuration not stated),-2%
CNC[C@H](O)c1ccc(O)c(O)c1,0%&0%
COC(=O)C1=C(C)NC(C)=C(C(=O)OC)C1c1cn(-c2ccccc2)nc1-c1ccco1,6%
COc1ccccc1N1CCN(C(=O)CSc2nc(C)c(Cc3ccccc3)c(=O)[nH]2)CC1,-3%
Cc1nc2ccccn2c1-c1nnco1,-3%
O=C(NCc1ccccc1)c1cc(-c2cccs2)on1,-1%
c1ccc(-c2cc(-c3nnc4sc(-c5ccccn5)nn34)[nH]n2)cc1,19%
N=c1nc(N)nc2n1NC(c1ccc(F)cc1)=CS2,-1%
CC1(C)C(=O)C2(C(=O)NCc3ccccc3)CCC1C2 (configuration not stated),-1%
